Screening data deposited in PubChem BioAssay by Sanford-Burnham Center for Chemical Genomics.
mIAP activ = activators of mouse IAP, primary screen, biochemical, luminescence, uHTS; intestinal alkaline phosphatase [Mus musculus]; activation factor at 10 µM; AID 2805, 2010; muIAP, CDP-Star luminescence, 30 min; active compounds read high; 1 = vehicle-only enzyme signal, 0 = enzyme-free wells; hit rate 0.24% among 330,000;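 active = activation factor of at least 2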; note: the source names both 10 and 20 µM as test concentration; values of inactives mirror those of a sister screen read the other way
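Assay system: mouse IAP enzyme / Compound: DMSO-dissolved test compounds / Timing: 30 min, room temperature / Measured by: luminescence from enzymatic CDP-Star hydrolysis / Control set: DMSO-only wells, enzyme-free buffer wells as negative control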
APOBEC3A inh = APOBEC3A ssDNA deaminase inhibitors, primary screen, selectivity assay for APOBEC3G inhibitor project, biochemical, FAM/TAMRA oligo cleavage fluorescence; DNA dC->dU-editing enzyme APOBEC-3A (Homo sapiens), P31941; recombinant A3A, FAM/TAMRA ssDNA deamination fluorescence; inhibition, % at 20 µM; hit rate 0.41% among 330,000; AID 493011, 2011;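 active = at least 40% inhibition at 20 µM here, with at most 30% in a related deaminase screen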;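 note: plate controls were A3A with DMSO for no effect and wells lacking A3A enzyme for full effect; some results filed as inactive read as strong as hits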
APOBEC3G inh = APOBEC3G DNA deaminase inhibitors, primary screen, biochemical, fluorescence, single-stranded DNA substrate, uHTS; recombinant A3G, ssDNA deamination FAM/TAMRA fluorescence; hit rate 0.28% among 330,000; inhibition, % at 20 µM; DNA dC->dU-editing enzyme APOBEC-3G (Homo sapiens), Q9HC16; AID 493012, 2011;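 active = inhibition of at least 40% at 20 µM, with no more than 30% in the related APOBEC3A deaminase screen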;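 note: plate controls were DMSO wells with A3G for no effect and wells lacking A3G enzyme for full effect; some compounds called inactive have numbers as strong as hits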
Target sequence (Q9HC16 whole entry, looked up): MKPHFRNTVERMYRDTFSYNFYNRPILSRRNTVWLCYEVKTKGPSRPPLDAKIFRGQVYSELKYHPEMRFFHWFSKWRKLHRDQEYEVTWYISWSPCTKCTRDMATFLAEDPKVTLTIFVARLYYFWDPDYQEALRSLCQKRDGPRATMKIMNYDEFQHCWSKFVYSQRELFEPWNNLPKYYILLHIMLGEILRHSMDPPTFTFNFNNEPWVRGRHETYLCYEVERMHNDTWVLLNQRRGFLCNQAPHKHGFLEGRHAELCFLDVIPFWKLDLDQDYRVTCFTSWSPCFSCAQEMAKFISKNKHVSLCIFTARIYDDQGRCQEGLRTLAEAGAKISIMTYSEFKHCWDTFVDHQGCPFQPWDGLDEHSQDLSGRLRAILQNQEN
hIAP inh = human IAP inhibitors, primary screen, biochemical, luminescence, uHTS | Intestinal-type alkaline phosphatase (Homo sapiens), P09923 | purified IAP, CDP-Star luminescence, 30 min | inhibition, % at 10 µM | hit rate 0.12% among 330,000 | AID 2544, 2010;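 active = inhibition reaching a set limit with compound at 10 µM in the primary screen, cut at about 35% in these data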;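 note: plate controls were DMSO wells with enzyme for no effect and no-enzyme buffer wells for full effect; values of inactives mirror those of a sister screen read the other way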
Target sequence (P09923 whole entry, looked up): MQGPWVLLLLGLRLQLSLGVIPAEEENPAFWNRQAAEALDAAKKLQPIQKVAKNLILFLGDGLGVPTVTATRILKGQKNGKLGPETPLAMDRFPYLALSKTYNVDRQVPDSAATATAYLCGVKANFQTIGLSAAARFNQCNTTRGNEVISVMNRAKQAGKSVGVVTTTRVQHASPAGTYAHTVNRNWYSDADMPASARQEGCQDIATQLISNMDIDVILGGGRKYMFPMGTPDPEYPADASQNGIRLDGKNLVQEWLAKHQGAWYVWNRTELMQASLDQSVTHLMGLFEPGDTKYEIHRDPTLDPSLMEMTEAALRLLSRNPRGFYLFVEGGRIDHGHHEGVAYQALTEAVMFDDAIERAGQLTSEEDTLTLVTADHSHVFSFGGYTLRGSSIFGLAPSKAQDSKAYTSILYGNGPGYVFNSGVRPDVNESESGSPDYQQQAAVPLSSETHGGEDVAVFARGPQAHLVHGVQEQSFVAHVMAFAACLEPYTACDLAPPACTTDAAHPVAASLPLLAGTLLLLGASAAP
hIAP activ = human IAP activators, primary screen, biochemical, luminescence, uHTS. purified human IAP, CDP-Star luminescence, 30 min; active compounds read high; 1 = vehicle-only enzyme, 0 = enzyme-free background. activation factor at 10 µM. hit rate 0.16% among 330,000. AID 2524, 2010;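 active = activation factor of the enzyme at least 2-fold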; note: the source names both 10 and 20 µM as test concentration; values of inactives mirror those of a sister screen read the other way
MIN6 prolif = inducers of MIN6 beta-cell proliferation, primary screen, ATP luminescence, uHTS; MIN6 cells proliferation, ATPlite luminescence, 48 h; cells starved in 0.2% serum; 100% = growth in 10% serum; proliferation, % at 10 µM; hit rate 0.29% among 330,000; AID 2380, 2010;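 active = compounds whose signal lies at least 3.5 SD above the mean of all wells on their plate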;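 note: 0% = DMSO-treated cells in low-serum medium and 100% = 10% serum control; some compounds called inactive have numbers as strong as hits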
MPTP block = mitochondrial permeability transition pore inhibitors, primary screen, biochemical, isolated mouse mitochondria, absorbance; Ca2+ swelling absorbance, 30 min; inhibition, % at 10 µM; hit rate 1.4% among 360,000; AID 602449, 2012;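 active = inhibition of 50% or more, scaled per plate between neutral and stimulator controls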;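 note: 0% = DMSO wells given calcium and 100% = 1 mM EGTA wells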
mIAP block = inhibitors of mouse IAP, primary screen, biochemical, luminescence, uHTS. hit rate 0.2% among 330,000. purified mouse IAP, CDP-Star luminescence, 30 min. inhibition, % at 10 µM;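 active = inhibition of at least 40% at 10 µM in the primary screen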;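 note: plate controls were DMSO with enzyme for no effect and no enzyme wells for full effect; values of inactives mirror those of a sister screen read the other way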
NR3A LBD binder = binders of NR3A ligand-binding domain, primary screen, biophysical, differential scanning fluorimetry, uHTS; Glutamate receptor ionotropic, NMDA 3A (GRIN3A) ligand-binding domain; hit rate 2.5% among 340,000; AID 1259313, 2017; Tm shift relative to glycine control, % at 25 µM; NR3A LBD differential scanning fluorimetry, Tm shift; 0% = protein alone, 100% = glycine-bound protein;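 active = melting temperature shift of at least 10% of the positive control shift, at one fixed dose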
An asterisk follows results filed as active; . = not tested or not shown.

SMILES	mIAP activ	APOBEC3A inh	APOBEC3G inh	hIAP inh	hIAP activ	MIN6 prolif	MPTP block	mIAP block	NR3A LBD binder
CCCCCCCCCCC(=O)NNC(=O)c1c(O)c2ccccc2n(CC)c1=O	0.917	0.5	-7.4	-31.1	1.31	-4.5	.	8.3	.
COc1ccc(S(=O)(=O)Nc2cc(Sc3ncn[nH]3)c(O)cc2C)cc1	0.636	-1.9	-4.1	-3.6	1.04	-2.9	-1.5	36.4	5.5
Cc1ccc(S(=O)(=O)CC(c2ccccc2)N2CCOCC2)cc1 (centres undefined)	1.1	-3.2	0.1	-3.4	1.03	-1.1	-0.4	-9.6	-1.1
O=C(COc1ccccc1)Nc1nnc(C23CC4CC(CC(C4)C2)C3)s1	0.939	-6.3	-9.0	-5.5	1.05	-4.2	-0.2	6.1	-0.3
CC(=O)N1c2ccccc2C(C)(c2ccccc2)CC1(C)C (centres undefined)	1.07	-0.5	-3.4	-4.2	1.04	5.3	0.2	-7.4	0.9
Cc1ccccc1NC(=S)N1CCN(C(=O)c2ccco2)CC1	0.92	-3.4	3.5	-21.8	1.22	0.2	-0.2	8.0	0.4
Cc1cc(NC(=O)CSc2nc3c([nH]c4ccccc43)c(=O)n2-c2ccccc2F)no1	1.01	2.7	-4.0	-18.5	1.19	-3.0	1.5	-1.4	-4.3
O=C(c1ccccc1)c1nccn1-c1ccc(Cl)nn1	0.956	1.5	-3.3	-11.4	1.11	-2.2	1.2	4.4	1.1
COc1ccc(Cl)cc1Nc1nc(-c2sc(NC(=O)c3ccco3)nc2C)cs1	0.754	-7.1	-10.7	13.6	0.864	-8.7	-0.8	24.6	6.0
CCOC(=O)N1CCN(C(=O)CNC(=O)c2ccc(Cl)cc2)CC1	1.02	-1.4	-1.7	-15.1	1.15	-0.5	-1.4	-1.7	0.2
COc1ccc(-c2ocnc2C(=O)N2CCN(Cc3cccnc3)CC2)cc1	0.978	1.0	1.7	9.2	0.908	0.4	1.4	2.2	0.4
O=C(N/N=C/c1cc(Br)c(O)c(Br)c1)c1cccc(C(F)(F)F)c1	0.977	-5.1	-6.4	1.5	0.985	-0.4	-2.2	2.3	-12.8
O=C(O)c1ccc(/C=N/NC(=O)c2cc3ccccc3cc2O)cc1	0.852	-0.8	-6.1	0.0	1	-1.4	-0.8	14.8	-4.4
CCc1ccc(C(=O)NC(CCSC)C(=O)O)cc1 (centres undefined)	0.991	-2.5	-3.7	-6.8	1.07	0.5	0.1	0.9	-3.3
CCN(CC)c1ccc(/C=N/NC(=O)c2ccco2)c(O)c1	1.25	-5.9	-5.3	-92.9	1.93	-5.7	1.1	-24.7	-17.9
COc1ccc(C(=O)O)cc1S(=O)(=O)NC1CCN(Cc2ccccc2)CC1	0.997	-5.8	-6.6	-4.8	1.05	1.3	-1.0	0.3	0.4
O=C1Nc2ccccc2N2CCCC12 (centres undefined)	0.952	0.2	-23.3	5.2	0.948	-4.6	.	4.8	.
O=C(CCN1C(=O)/C(=C\c2cccc(Br)c2)SC1=S)NCCCN1CCOCC1	0.893	-7.0	-12.7	-15.6	1.16	-2.7	64.6*	10.7	-0.2
CCCNC(=O)N1CCN(S(C)(=O)=O)CC1	0.935	-3.1	-3.9	-2.2	1.02	4.0	-1.2	6.5	-2.0
O=C(O)c1ccc(Cn2ccc3ccccc32)o1	0.948	0.4	-5.1	7.9	0.921	-2.5	0.0	5.2	-3.2
Cc1ccc(NC(=O)CN(C)C(=O)COc2cc(F)ccc2[N+](=O)[O-])cc1	0.993	4.9	-7.6	2.8	0.972	-1.8	-1.6	0.7	-2.0
CNC(=O)c1ccsc1NC(=O)c1ccc2c(c1)CCCC2	0.879	-3.3	-4.8	7.7	0.923	-6.1	1.2	12.1	-1.0
O=C(Nc1ccccn1)c1cc(-n2cnnc2)ccc1Cl	0.958	-3.9	-4.8	-6.9	1.07	0.6	0.9	4.2	1.5
O=C(CSc1ccc2nnc(-c3ccccc3)n2n1)NCc1ccco1	1.04	2.2	-1.3	8.8	0.912	-0.9	-1.2	-4.0	0.3
CC(=O)Nc1ccc(SCC(=O)c2cc(C)n(CC(F)(F)F)c2C)cc1	1.05	-1.8	-4.0	-2.8	1.03	-2.1	-2.1	-4.8	1.4
CC(C)(C)NC(=O)CN(CCc1ccccc1)C(=O)c1csnn1	1.02	-3.2	-5.5	-5.3	1.05	1.5	0.7	-1.8	-1.5
COc1ccc(CCNC(=O)CCS(=O)(=O)c2ccc3c(c2)oc(=O)n3C)cc1OC	0.951	-2.5	-5.9	8.0	0.92	-2.2	-1.4	4.9	-2.6
COc1ccc(-c2cc(C(F)(F)F)n3ncc(C(=O)N(C)Cc4ccccc4)c3n2)cc1	0.974	-2.7	-5.4	12.0	0.88	-3.1	-1.2	2.6	-1.4
C=CCn1c(C)nnc1SCC(=O)N1CCN(S(=O)(=O)c2ccccc2)CC1	1.01	0.3	-4.1	-4.6	1.05	-1.7	0.4	-1.5	-0.7
N#Cc1c(NC(=O)CSc2nnnn2C2CCCC2)sc2c1CCCC2	0.941	-6.1	-5.6	-2.8	1.03	-4.4	12.8	5.9	-11.0
COc1ccc(CCNS(=O)(=O)c2ccccc2[N+](=O)[O-])cc1OC	0.857	-0.3	-1.8	-12.6	1.13	-2.3	-0.5	14.3	-1.4
Cc1cc(C)nc(S/C=C/C(=O)c2ccccc2F)n1	0.975	-3.6	-10.4	-1.8	1.02	-4.1	2.7	2.5	0.2
O=C(Nc1ccc(Cl)c(Cl)c1)c1ccncc1	0.965	6.5	4.9	9.6	0.904	-1.4	-1.9	3.5	-1.6
O=C(O)C1CC=CCC1C(=O)Nc1ccc(S(=O)(=O)N2CCCc3ccccc32)cc1 (centres undefined)	1.01	-1.5	-5.3	-15.6	1.16	-1.5	1.6	-0.6	2.9
O=C1CC2(CCN(C(=O)c3cccc(Cl)c3)CC2)Oc2ccccc21	1.01	-0.5	-3.7	0.5	0.995	-0.4	-0.7	-0.6	1.4
O=C1c2cccc(OCc3ccc(F)cc3)c2CCN1Cc1ccccc1	0.944	-0.1	-1.8	2.2	0.978	-4.3	15.4	5.6	-0.2
O=c1c2c([nH]c3ccccc13)CCCC2	1	-1.2	-5.6	-6.3	1.06	-0.4	-2.6	-0.2	0.8
O=C(CNC(=O)c1cccc(F)c1)N/N=C/c1cccs1	1	8.8	2.5	13.8	0.862	-2.6	-0.5	-0.2	-1.7
O=C(CC1(O)C(=O)N(Cc2ccccc2)c2ccccc21)c1ccncc1 (centres undefined)	1.08	-1.4	6.7	-6.3	1.06	-5.6	1.0	-8.3	-0.4
CN(C)S(=O)(=O)c1ccc2c(c1)nc(CCC(=O)NCCc1ccc(Cl)cc1)n2C	0.998	2.0	-5.2	-11.4	1.11	-1.0	-0.7	0.2	-0.3
C=CCN(C(=O)CSc1nc2c(sc3ccccc32)c(=O)n1CCN(CC)CC)c1ccccc1	0.824	4.9	-4.7	-9.6	1.1	-6.4	48.6	17.6	-4.0
Clc1cccc2c1CCN(Cc1nc(-c3cnccn3)no1)C2	1.06	0.7	-3.5	-2.0	1.02	-3.5	-1.9	-6.1	0.6
COc1cc(CN2CC(C)CC(C)C2)cc([N+](=O)[O-])c1O (centres undefined)	0.939	-1.4	-1.2	15.4	0.846	0.0	-2.5	6.1	1.9
Cc1onc(C(=O)Nc2ccc(OC(F)(F)F)cc2)c1[N+](=O)[O-]	0.919	-2.0	-1.7	-2.2	1.02	-5.3	-0.4	8.1	0.1
COc1ccc(N(C(=O)c2snc(C(N)=O)c2N)C(C(=O)NCc2ccccc2)c2ccc(F)cc2)c(OC)c1 (centres undefined)	0.907	-5.4	-13.7	4.3	0.957	-4.2	2.0	9.3	-2.2
CCOc1ccccc1NC(=O)N1CCC(c2nc3ccccc3[nH]2)CC1	1.1	4.2	0.0	-2.3	1.02	-2.8	1.4	-9.7	-1.1
CS(=O)(=O)CCC(C(=O)OCc1ccc(Br)cc1)N1C(=O)c2ccccc2C1=O (centres undefined)	0.984	-0.9	-9.8	-17.7	1.18	-0.5	-0.9	1.6	-2.0
O=C(Nc1ccc(S(=O)(=O)N2CCOCC2)cc1)C1CCN(S(=O)(=O)c2ccccc2)CC1	1.24	4.1	11.6	-5.4	1.05	0.6	-2.1	-23.6	-3.2
CCn1c(SCC(=O)OC2CCCCC2)nc2ccccc2c1=O	0.922	0.5	-2.0	16.6	0.834	1.7	-0.2	7.8	0.3
C=CCN1C(=O)/C(=C\C=C2\N(C)c3ccccc3C2(C)C)SC1=S	0.615	-41.1	-143.3	45.6*	0.544	-3.7	21.5	38.5	-2.7
ClC(CCN1CCN(Cc2ccccc2)CC1)c1ccccc1 (centres undefined)	1.02	-1.8	-6.8	19.4	0.806	1.4	1.2	-1.8	1.7
COc1ccccc1OC(C)C(=O)N1CCC(Cc2ccccc2)CC1 (centres undefined)	0.94	55.4*	5.0	12.5	0.875	1.8	0.5	6.0	-1.6
NC(=O)NC(=O)CN1c2cccc3cccc(c23)S1(=O)=O	1	-0.6	-4.2	-7.4	1.07	-2.0	-1.7	-0.2	-1.9
O=c1c2c(nc3n1CCCCC3)-c1ccccc1CC21CCCCC1	1.03	-0.8	-6.1	-19.2	1.19	-2.8	-0.7	-2.9	5.2
CS(=O)(=O)N1CCN(c2ccc(C(=O)N3CCOCC3)cc2[N+](=O)[O-])CC1	1.02	0.0	-5.1	1.5	0.985	0.1	1.2	-2.3	6.3
C=CCn1c(CNC(=O)c2ccccc2F)nnc1SCC(=O)NC(C)c1ccccc1 (centres undefined)	0.993	0.3	-3.3	-2.3	1.02	-1.8	0.0	0.7	-2.0
Cc1ccc(S(=O)(=O)N2CCC(C(=O)Nc3ccc4c(c3)COC4=O)CC2)cc1	1.1	10.7	2.5	-49.0	1.49	-3.0	1.7	-10.0	-11.2

3 records drawn at random from those above, as already listed:
SMILES	mIAP activ	APOBEC3A inh	APOBEC3G inh	hIAP inh	hIAP activ	MIN6 prolif	MPTP block	mIAP block	NR3A LBD binder
O=C(Nc1ccc(S(=O)(=O)N2CCOCC2)cc1)C1CCN(S(=O)(=O)c2ccccc2)CC1	1.24	4.1	11.6	-5.4	1.05	0.6	-2.1	-23.6	-3.2
CS(=O)(=O)CCC(C(=O)OCc1ccc(Br)cc1)N1C(=O)c2ccccc2C1=O (centres undefined)	0.984	-0.9	-9.8	-17.7	1.18	-0.5	-0.9	1.6	-2.0
Cc1ccc(S(=O)(=O)N2CCC(C(=O)Nc3ccc4c(c3)COC4=O)CC2)cc1	1.1	10.7	2.5	-49.0	1.49	-3.0	1.7	-10.0	-11.2
